Bioassay records as filed in PubChem BioAssay.
yeast rad50 = NCI yeast anticancer drug screen, S. cerevisiae rad50 strain; growth inhibition, % at 50 µM; 10% of 79,000 active;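 further: 0% = growth of vehicle-only cultures of the same strain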
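Growth of the mutant yeast was measured after compound exposure and referenced to vehicle-treated cultures.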
mec2-1 = NCI yeast anticancer drug screen, S. cerevisiae mec2-1 strain | 9% of 79,000 active | AID 157 | % growth inhibition at 50 µM;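 further: 0% = growth of vehicle-only cultures of the same strain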
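Strain: mec2-1 (DNA repair/cell cycle alteration). Compound exposure, then growth measured; inhibition expressed relative to vehicle.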
mlh1 rad18 = NCI yeast anticancer drug screen, S. cerevisiae mlh1 rad18 strain | % growth inhibition at 50 µM | 11% of 79,000 active;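 further: 0% = growth of vehicle-only cultures of the same strain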
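In this whole-cell yeast screen, a strain with altered DNA damage repair is challenged with compound, and its growth is measured against matched vehicle-treated controls.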
yeast sgs1 mgt1 = NCI yeast anticancer drug screen, S. cerevisiae sgs1 mgt1 strain; 10% of 78,000 active; AID 161; % growth inhibition at 50 µM;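 further: 0% = growth of vehicle-only cultures of the same strain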
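Inhibition of yeast growth, normalised to vehicle-treated controls, is reported for a strain bearing genetic alterations in DNA damage repair.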
yeast cln2 rad14 = NCI yeast anticancer drug screen, S. cerevisiae cln2 rad14 strain; % growth inhibition at 50 µM; 8.3% of 78,000 active; AID 165;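 further: 0% = growth of vehicle-only cultures of the same strain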
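Growth inhibition, relative to vehicle-treated controls, is the read-out. The test organism is a yeast strain with defined genetic alterations, cln2 rad14.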
bub3 = NCI yeast anticancer drug screen, S. cerevisiae bub3 mutant strain; growth inhibition, % at 50 µM; 9.9% of 78,000 active;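 further: 0% = growth of vehicle-only cultures of the same strain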
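Screening used yeast with an engineered genetic alteration affecting cell cycle control. Compound-exposed cultures were compared with vehicle cultures, and reduced growth was taken as inhibition.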
* hit, by the source's call; & = joins results of further samples. No stated cut-off is given here; in the data, active means growth inhibition above about 70%; inactive means the rest.

1. OC1(C2CCCCC2)c2ccccc2Cc2ccccc21
2. CC(=O)N[C@H]1CC[C@H]2[C@@H]3CC[C@H]4CC(=O)NCC[C@]4(C)[C@H]3CC[C@]12C
3. CC1=NC=C(O)c2ccccc2O1
4. CCC(=O)/C(=C\I)c1ccccc1
5. C=C1C(=O)OC2(C)C(C)=C(C)C12C (stereo not drawn)
6. N#C/C(=C\NC(=S)N=Nc1c(O)[nH]c2ccccc12)c1nc2ccccc2s1
7. Nc1ccccc1S(=O)O
8. CCCNC(N)=O

Assay by compound,1,2,3,4,5,6,7,8
bub3,97*,7,15,89*,9,18,-26,3
yeast rad50,97*,-5,24,89*,11,10,-4,-3
yeast cln2 rad14,95*,-53,16,90*,-13,-10,8,12
yeast sgs1 mgt1,96*,3,27,87*,-5,29,15,-3
mec2-1,98*,19,12,92*,-1,2,9,-29
mlh1 rad18,97*,10,21,86*,-2,14,13,1

9. Nc1nc(N)c2ncn(Cc3c(Cl)cccc3Cl)c2n1
10. Cn1c(-c2ccccc2)nc(-c2ccccc2)[n+]1[O-]
11. O=C(COc1ccc(Cl)cc1)Nc1nccs1
12. CC1OC(OC2C(O)C(O)C(N=C(N)N)C(O)C2N=C(N)N)C(OC2OC(CO)C(O)C(O)C2N(C)C=N)C1(O)CO (stereo not drawn)
13. COc1ccc2nc3cccc([N+](=O)[O-])c3c(NCCNCCN(C)C)c2c1
14. CCCC[n+]1cccc(C(N)=O)c1
15. CCCCOC(=O)c1ccc(NC(=S)NC(=O)COc2ccccc2)cc1
16. CCCCCc1cc(OC(=O)c2c(O)cc(OC)cc2CCCCC)cc(O)c1C(=O)O

Assay by compound,9,10,11,12,13,14,15,16
bub3,4,1,20,13,-5,13,1,47
yeast rad50,-4,9,5,-7,75*,-4,-13,67
yeast cln2 rad14,7,10,6,7,78*,0,-52,63
yeast sgs1 mgt1,2,2,27,-12,68,3,-4,19
mec2-1,-4,-1,32,-17,73*,-20,0,51
mlh1 rad18,-10,29,21,-2,66,-2,8,46

17. COC(=O)CC(C)(C)CC(=O)OC
18. CC(NC(=O)NCCCl)c1ccccc1 (stereo not drawn)
19. Clc1ccc(CNc2ncnc3nc(Cl)[nH]c23)cc1
20. C[Si](C)(CCCOCC1CO1)O[Si](C)(C)CCCOCC1CO1 (stereo not drawn)
21. O=[N+]([O-])c1cc(Cl)ccc1Sc1ccccc1
22. CCOc1c(N=Nc2ccccc2C)c(C)nn1C(N)=S
23. N#C/C(=N\NC(=O)c1cccc(C(=O)N/N=C(\C#N)c2ccccc2Cl)n1)c1ccccc1Cl
24. ON=C1CCCCCC1

Assay by compound,17,18,19,20,21,22,23,24
bub3,-13,3,-10,-8,25,21,-2,-15
yeast rad50,23,18,-14,27,40,18,-1,-20
yeast cln2 rad14,-10,-59,-41,18,22,-25,-15,4
yeast sgs1 mgt1,-9,-5,-5,-5,34,18,-5,-17
mec2-1,-8,-8,-15,-29,8,1,-11,-11
mlh1 rad18,-13,-12,-24,-31,27,23,4,0

25. O=C(O)c1cccc(S(=O)(=O)NN2C(=O)CSC2c2ccccc2)c1 (stereo not drawn)
26. O=C1C(=O)c2ccccc2C(O)=C1CN(CCO)CCO
27. COc1ccc2c(c1)[n+](=O)c(C(=O)CC(=O)C(=O)Nc1cccc(Cl)c1C)c(C)n2[O-]
28. CCO[Si](OCC)(OCC)c1ccccc1
29. O=c1n(CCO)nc2n1CCCN2
30. NC(=O)c1nnc2cc(F)c(F)cc2c1N
31. COc1ccc(/C(Cc2ccccc2)=N/Nc2ccc([N+](=O)[O-])c([N+](=O)[O-])c2)cc1
32. Cn1c2ccccc2c(=S)c2cc(NC(=O)CCCCC(=O)Nc3ccc4c(c3)c(=S)c3ccccc3n4C)ccc21

Assay by compound,25,26,27,28,29,30,31,32
bub3,4,23,-16,-14,8,10,10,-4
yeast rad50,-22,11,-28,-29,7,-16,48,32
yeast cln2 rad14,4,-8,-5,-6,-16,4,6,24
yeast sgs1 mgt1,6,24,-21,-11,7,-10,24,22
mec2-1,-18,20,14,-21,11,-21,-8,23
mlh1 rad18,-11,26,-31,-16,6,-17,20,24

Shown with values under each structure: part of the list above
Every second line gives: bub3	yeast rad50	yeast cln2 rad14	yeast sgs1 mgt1	mec2-1	mlh1 rad18
20) C[Si](C)(CCCOCC1CO1)O[Si](C)(C)CCCOCC1CO1 (stereo not drawn)
  -8	27	18	-5	-29	-31
21) O=[N+]([O-])c1cc(Cl)ccc1Sc1ccccc1
  25	40	22	34	8	27
22) CCOc1c(N=Nc2ccccc2C)c(C)nn1C(N)=S
  21	18	-25	18	1	23
23) N#C/C(=N\NC(=O)c1cccc(C(=O)N/N=C(\C#N)c2ccccc2Cl)n1)c1ccccc1Cl
  -2	-1	-15	-5	-11	4
24) ON=C1CCCCCC1
  -15	-20	4	-17	-11	0
25) O=C(O)c1cccc(S(=O)(=O)NN2C(=O)CSC2c2ccccc2)c1 (stereo not drawn)
  4	-22	4	6	-18	-11
26) O=C1C(=O)c2ccccc2C(O)=C1CN(CCO)CCO
  23	11	-8	24	20	26
27) COc1ccc2c(c1)[n+](=O)c(C(=O)CC(=O)C(=O)Nc1cccc(Cl)c1C)c(C)n2[O-]
  -16	-28	-5	-21	14	-31
28) CCO[Si](OCC)(OCC)c1ccccc1
  -14	-29	-6	-11	-21	-16
29) O=c1n(CCO)nc2n1CCCN2
  8	7	-16	7	11	6
30) NC(=O)c1nnc2cc(F)c(F)cc2c1N
  10	-16	4	-10	-21	-17
31) COc1ccc(/C(Cc2ccccc2)=N/Nc2ccc([N+](=O)[O-])c([N+](=O)[O-])c2)cc1
  10	48	6	24	-8	20
32) Cn1c2ccccc2c(=S)c2cc(NC(=O)CCCCC(=O)Nc3ccc4c(c3)c(=S)c3ccccc3n4C)ccc21
  -4	32	24	22	23	24

(continued)
33. CN(C)c1ccc(/C=C(/C(=O)O)c2csc(-c3nc(/C(=C\c4ccc(N(C)C)cc4)C(=O)O)cs3)n2)cc1
34. O=CC(CO)CC(C=O)n1cnc2c(=O)[nH]cnc21 (stereo not drawn)
35. CCCCC1=CC(CC)=CCC1
36. O=C1NC2(CCCCC2)N=C2C(Cl)CCCC12Cl (stereo not drawn)
37. CCOC(=O)CC(NC(=O)c1ccc(N=NN(C)C)cc1)C(=O)OCC (stereo not drawn)
38. Clc1ccc(/C=C2\c3ccccc3-c3nc4ccccc4nc32)cc1
39. Cc1cc(Br)ccc1OCC(=O)O
40. CC(=O)N(C(=O)CC(=O)N1N=C(C)C(N=Nc2cccc([N+](=O)[O-])c2)C1=O)c1ccc(Cl)cc1 (stereo not drawn)

Assay by compound,33,34,35,36,37,38,39,40
bub3,13,-9,-25,-2,-16,-8,-8,-15
yeast rad50,35,-11,-22,-22,-18,-7,-8,-10
yeast cln2 rad14,-20,3,6,21,-21,-13,-5,-11
yeast sgs1 mgt1,10,-15,-11,-1,-58,-9,-9,-6
mec2-1,9,-16,-25,-24,-49,-8,-13,-4
mlh1 rad18,25,2,9,-9,-37,-22,-27,2

41. O=C(N/N=C/c1ccc(Cl)cc1)C(c1ccccc1)N1CCCCC1 (stereo not drawn)
42. NC(=S)N1N=C2CCCCCC[C@@H]2[C@H]1c1ccccc1
43. NC(N)=N/N=C(\c1ccc(C(F)(F)F)cc1)c1ccc(Cl)c(Cl)c1
44. CCCCCOP(=O)(Cc1ccc(Cl)cc1)OCCCCC
45. CCCCCC(Oc1ccc(Cl)cc1Cl)C(=O)O (stereo not drawn)
46. CC(=O)NNc1nc(C)c(C(=O)NNC(=O)C(=O)Nc2c(C)cccc2C)s1
47. CCOc1nc2ccc(N)cc2s1
48. CCOC(=O)/C=C(/OCC)c1cccc(Cl)c1

Assay by compound,41,42,43,44,45,46,47,48
bub3,9,44,99*,99*,91*,17,11,39
yeast rad50,5,64,100*,100*,97*,2,20,9
yeast cln2 rad14,5,57,99*,100*,93*,32,-32,16
yeast sgs1 mgt1,0,68,100*,100*,97*,2,3,14
mec2-1,-3,20,99*,100*,86*,-4,-10,-6
mlh1 rad18,14,25,100*,100*,94*,14,-12,-2

49. COc1cc(CC2COC(=O)[C@@H]2Cc2ccc(O)c(OC)c2)ccc1O (stereo partly drawn)
50. Cc1ccc(/C(C#N)=C/c2ccc3c(c2)OCO3)cc1
51. COC(=O)Nc1cn2ccc(C(Cl)=C(Cl)Cl)cc2n1
52. Nc1nc(C(=O)O)c([N+](=O)[O-])c(=O)[nH]1
53. Cc1cc(Cl)ccc1NC(=O)C(=O)Cc1ccc([N+](=O)[O-])c([N+](=O)[O-])c1CC(=O)C(=O)Nc1ccc(Cl)cc1C
54. COc1cccc(C=NCCCCCCN=Cc2cccc(OC)c2OC)c1OC
55. COC(=O)C(C(=O)c1ccccc1)C(C(=O)C(=O)Nc1ccc(OC)cc1OC)C(=O)C(=O)c1ccc(C)cc1 (stereo not drawn)
56. O=[N+]([O-])c1ccc(Cl)c(/C=C/c2ccncn2)c1

Assay by compound,49,50,51,52,53,54,55,56
bub3,7,48,-24,-7,19,3,3,-5
yeast rad50,-30,24,-4,-32,-11,4,-1,37
yeast cln2 rad14,1,-14,-6,-20,-8,-10,-4,11
yeast sgs1 mgt1,-23,26,-28,-14,-14,1,4,30
mec2-1,-19,26,-10,-14,-30,11,11,-1
mlh1 rad18,3,21,-12,-12,7,7,20,25

57. COC(=O)/C=C(\C(=O)OC)C1=C(N2CCCC2)CC(C)(C)CC1=O
58. CC(=O)O[C@@]1(C)[C@@H](C)C(=O)O[C@@H]2CCN3CC=C(COC(=O)[C@]1(C)O)[C@H]23
59. Nc1nc(=O)n(C2CC(O)C(CO)O2)cc1Cl (stereo not drawn)
60. CC1(C)OC2OCC(N=[N+]=[N-])C(O)C2O1 (stereo not drawn)
61. OC1(C#CC2(O)CCCCC2)CCCCC1
62. CC(C)CCC[C@@H](C)C1CCC2[C@@H]3CCC4C[C@@H](NS(C)(=O)=O)CC[C@]4(C)C3CC[C@@]21C (stereo partly drawn)
63. O=C(O)C(Cc1ccc(O)cc1)NC(=O)N(c1ccccc1)c1ccccc1 (stereo not drawn)
64. N#Cc1ccccc1NC(=O)C(=O)C(C(=O)c1ccccc1F)C1OC(=O)c2ccccc21 (stereo not drawn)

Assay by compound,57,58,59,60,61,62,63,64
bub3,-14,-16,22,9,10,22,19,-16
yeast rad50,-8,-4,16,5,-10,17,17,-1
yeast cln2 rad14,-14,15,17,17,-15,23,62,-6
yeast sgs1 mgt1,-14,1,13,0,-6,21,31,-5
mec2-1,-15,-46,9,15,-14,-7,25,-11
mlh1 rad18,-1,-33,30,8,-14,34,28,-2

65. CCOP(=O)(OCC)/C(=C/n1c(=S)[nH]c2ccc([N+](=O)[O-])cc21)C(=O)OC
66. Nc1cc2ccc(S(=O)(=O)O)cc2cc1S(=O)(=O)O
67. CN(/N=C\c1ccc([N+](=O)[O-])cc1)C(=O)c1ccccc1
68. CCCCn1cnc2ccc(N)cc2c1=O
69. COC(=O)CC[C@@H](C)[C@H]1CC[C@H]2[C@@H]3CC[C@@H]4CC(=O)CC[C@]4(C)[C@H]3CC(=O)[C@]12C
70. Cc1cccn(C)c1=O
71. COc1cccc(C2c3cc4c(cc3OC(NNS(=O)(=O)c3ccc(C)cc3)C2C)OCO4)c1OC (stereo not drawn)
72. CC(C)c1cccc(O)c(=O)c1

Assay by compound,65,66,67,68,69,70,71,72
bub3,21,11&9,19,16,-8,0,37,93*
yeast rad50,23,11&45,-7,-2,2,-5,4,92*
yeast cln2 rad14,13,-15&-12,-34,-2,10,2,8,90*
yeast sgs1 mgt1,14,-2&18,15,15,26,2,10,93*
mec2-1,8,11&15,-4,2,16,2,5,94*
mlh1 rad18,33,35&30,-7,2,12,3,18,92*

73. O=C(Sc1ccc(Br)cc1)c1ccccc1
74. CC(C)=CC(=O)n1nc2c(c1CC(C)C)C(=O)C(Nc1ccccc1)=CC2=O
75. CC(=O)O/C(C)=C(\C)C(C)=O
76. CN(C)C(C)(C)CC(C)(C)C
77. N#CC(=S)N(C(=O)c1ccc(Cl)cc1)c1ccccc1Cl
78. Cc1ccc(NC(=O)c2ccccc2C(=O)O)cc1C

Assay by compound,73,74,75,76,77,78
bub3,10,1,14,17,46,-37
yeast rad50,29,35,22,36,-1,-16
yeast cln2 rad14,13,25,-2,5,-19,-39
yeast sgs1 mgt1,1,21,6,16,13,-24
mec2-1,24,3,16,4,29,-25
mlh1 rad18,1,27,20,27,25,-8
